# Screening results deposited in PubChem BioAssay by The Scripps Research Institute Molecular Screening Center.
# M1 ag = human M1 muscarinic receptor agonists, primary screen, Fluo-8 calcium fluorescence, CHO-K1 cells, HTS; 0.33% of 360,000 active; Muscarinic acetylcholine receptor M1 (Homo sapiens), P11229; CHO-K1 hM1, agonist mode; 0% DMSO, 100% acetylcholine EC100; activation, % at 3 µM;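 active = activation above the run's mean compound activation plus 3 SD, cut at about 16% in these data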;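 also: peak over basal fluorescence ratio within a 140 s kinetic read after compound addition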
# CHRM5 antagonist = human M5 muscarinic receptor antagonists, primary screen, CHO cells, Fluo-8 calcium fluorescence; inhibition, % at 3 µM; CHO-hM5 cells, ACh EC80; Muscarinic acetylcholine receptor M5 (Homo sapiens), P08912; 0.59% of 360,000 active;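 active = inhibition above a per-plate cutoff, the mean of that plate's test compounds plus 3 SD, cut at about 27% in these data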;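 also: 0% = acetylcholine EC80 with DMSO and 100% = DMSO without agonist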
# Target sequence (P08912 whole entry, looked up): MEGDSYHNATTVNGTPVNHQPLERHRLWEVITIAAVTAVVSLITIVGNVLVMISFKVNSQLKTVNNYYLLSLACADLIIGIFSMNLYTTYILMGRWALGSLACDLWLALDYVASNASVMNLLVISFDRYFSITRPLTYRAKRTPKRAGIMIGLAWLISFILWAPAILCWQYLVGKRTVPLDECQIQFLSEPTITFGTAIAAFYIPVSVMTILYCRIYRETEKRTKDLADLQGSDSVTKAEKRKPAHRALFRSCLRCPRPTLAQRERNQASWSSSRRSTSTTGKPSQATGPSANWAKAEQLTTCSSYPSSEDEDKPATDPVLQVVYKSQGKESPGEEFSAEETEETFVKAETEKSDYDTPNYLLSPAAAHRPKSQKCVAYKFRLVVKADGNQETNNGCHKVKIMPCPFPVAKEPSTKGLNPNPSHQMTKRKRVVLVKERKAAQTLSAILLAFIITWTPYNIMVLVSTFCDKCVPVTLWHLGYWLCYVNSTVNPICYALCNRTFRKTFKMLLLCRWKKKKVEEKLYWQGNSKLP
# M4 antag = human M4 muscarinic receptor antagonists, primary screen, CHO cells, Fluo-8 calcium fluorescence; inhibition, % at 3 µM; CHO-hM4 cells, ACh EC80; Muscarinic acetylcholine receptor M4 (Homo sapiens), P08173; 0.73% of 360,000 active; AID 624125, 2012;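 active = inhibition above its plate's cutoff, the mean inhibition of sample wells plus 3 SD, cut at about 27% in these data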;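 also: 0% = acetylcholine EC80 with DMSO and 100% = DMSO without agonist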
# Target sequence (P08173 whole entry, looked up): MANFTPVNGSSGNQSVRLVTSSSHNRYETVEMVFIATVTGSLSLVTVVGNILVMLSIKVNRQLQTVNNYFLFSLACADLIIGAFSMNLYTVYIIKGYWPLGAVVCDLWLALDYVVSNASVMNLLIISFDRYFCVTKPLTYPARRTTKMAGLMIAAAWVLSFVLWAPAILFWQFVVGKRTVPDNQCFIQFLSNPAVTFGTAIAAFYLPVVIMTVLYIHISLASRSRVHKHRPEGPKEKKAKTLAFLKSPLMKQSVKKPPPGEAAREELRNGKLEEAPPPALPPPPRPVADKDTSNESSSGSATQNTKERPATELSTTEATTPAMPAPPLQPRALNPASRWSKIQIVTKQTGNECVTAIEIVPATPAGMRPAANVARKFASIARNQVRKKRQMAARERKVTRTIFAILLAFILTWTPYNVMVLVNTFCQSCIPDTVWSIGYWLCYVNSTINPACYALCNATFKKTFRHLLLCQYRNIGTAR
# CHRM5 PAM = human M5 muscarinic receptor positive allosteric modulators, primary screen, CHO-K1 cells, Fluo-8 calcium fluorescence | Muscarinic acetylcholine receptor M5 (Homo sapiens), P08912 | CHO-K1 hM5, ACh EC20 PAM; 0% = ACh EC20, 100% = ACh EC100 | activation, % at 3 µM | 0.3% of 360,000 active;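 active = activation above the run cutoff, the mean activation of all test compounds plus 3 SD, cut at about 18% in these data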
#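 Assay system: CHO-K1 hM5 cells / Incubation: Fluo-8 loading 80 min at 37 °C plus 30 min room temperature / Technique: Fluo-8 calcium dye fluorescence, kinetic read / Repeats: single replicate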
# CHRM1 PAM = human M1 muscarinic receptor positive allosteric modulators, primary screen, CHO-K1 cells, Fluo-8 calcium fluorescence, 1536-well; CHO-K1 hM1, ACh EC20; 0% = ACh EC20, 100% = maximal ACh; 0.088% of 360,000 active; activation, % at 3 µM; Muscarinic acetylcholine receptor M1 (Homo sapiens), P11229; in the data active = activation above about 19%, passing the limit was not always enough
# CHRM5 agonist = human M5 muscarinic receptor agonists, primary screen, CHO-K1 cells, Fluo-8 calcium fluorescence; Muscarinic acetylcholine receptor M5 (Homo sapiens), P08912; CHO-K1 hM5 cells; 0% DMSO wells, 100% maximal acetylcholine response; activation, % at 3 µM; 0.19% of 360,000 active; AID 624037, 2012;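 active = activation above the run's mean over test compounds plus 3 SD, cut at about 23% in these data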;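 also: signal is peak over basal fluorescence ratio across the kinetic read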
# CHRM4 agonist = human M4 muscarinic receptor agonists, primary screen, CHO-K1 cells, Fluo-8 calcium fluorescence | Muscarinic acetylcholine receptor M4 (Homo sapiens), P08173 | CHO-K1 hM4/Gqi5; vehicle 0%, full acetylcholine response 100% | activation, % at 3 µM | 0.14% of 360,000 active | AID 624127, 2012;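 active = activation above the run mean over all test wells plus 3 SD, cut at about 32% in these data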;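 also: peak over basal fluorescence ratio per well then scaled between controls; 0% = DMSO wells and 100% = acetylcholine at EC100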
# CHRM1 antagonist = human M1 muscarinic receptor antagonists, primary screen, CHO-K1 cells, Fluo-8 calcium fluorescence, 1536-well. 1.3% of 360,000 active. CHO-K1 hM1, ACh EC80 antagonist. Muscarinic acetylcholine receptor M1 (Homo sapiens), P11229. inhibition, % at 3 µM;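 active = percent inhibition above its own plate's cutoff, namely the mean of that plate's compound wells plus 3 SD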;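 also: peak over basal fluorescence ratio during 140 s after agonist addition; 0% = ACh EC80 plus DMSO and 100% = DMSO alone without agonist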
# TAAR1 agonist = human TAAR1 agonists, primary screen, Fluo-8 calcium fluorescence, CHO RD-HGA16 cells; Trace amine-associated receptor 1 (Homo sapiens), Q96RJ0; vehicle wells 0%, saturating PEA agonist 100%; activation, % at 3 µM; 0.99% of 360,000 active; AID 624467, 2012;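 active = activation above the mean activation of all test compounds in the run plus 3 SD, cut at about 38% in these data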
#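 System: CHO RD-HGA16 cells carrying human TAAR1 plus Gα16; Incubation: 17-24 h seeding, 75 min 37 °C dye, 30 min RT; Measured by: Fluo-8 fluorescence, 5 s baseline then 140 s kinetic read; Control set: DMSO and PEA EC100; Replication: single well for each compound.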
# An asterisk follows results filed as active; . = no result given. An excerpt. The share of hits here may be higher or lower than overall.
smiles,M4 antag,CHRM5 antagonist,CHRM4 agonist,TAAR1 agonist,CHRM1 PAM,CHRM5 PAM,M1 ag,CHRM5 agonist,CHRM1 antagonist
CC(=O)Nc1ccc(-c2ccnc3c2CC(C)(C(=O)Nc2ccc(F)c(Cl)c2)O3)cc1 (stereo unspecified),9,15,8,12,-4,-9,0,3,2
CCn1c(SCC(=O)c2[nH]c(C)c(C(C)=O)c2C)nnc1-c1cccs1,-9,2,14,22,-8,-13,-1,6,1
COc1ccc(-n2cc(C(=O)c3cc4ccccc4oc3=O)c(C(C)=O)n2)cc1,-9,-4,1,10,1,-2,-5,-2,-3
CCC1C(=O)C(CC)C(c2ccccc2)NC1c1ccccc1 (stereo unspecified),1,3,-1,25,6,-3,-4,-1,-20
COCCNc1nnc(SCC(=O)NC(=O)c2ccc(Cl)cc2)s1,-2,0,-1,-2,1,6,-1,3,0
COc1ccccc1NC(=O)CCN1C(=O)c2ccccc2S1(=O)=O,6,7,1,1,6,2,-4,-1,-2
O=C(COC(=O)CCc1nc2ccccc2c(=O)[nH]1)Nc1ccccc1,0,5,2,1,7,11,-1,0,-17
CC(C)N(C(=O)Cn1cc(SCC(=O)N2CCCC2)c2ccccc21)C(C)C,15,7,0,1,4,0,-6,-4,0
Cc1c(C(=O)NCc2ccccn2)oc2ccccc12,6,-6,0,2,4,-2,-6,-1,-8
O=C(Cc1ccc(NC(=O)C2CCN(C(=O)c3ccccc3)CC2)cc1)Nc1ccc(C(=O)N2CCOCC2)cc1,-1,0,0,2,4,0,-3,1,-7
CCN1CCN(c2nc(C)c3c(n2)CCCC3=O)CC1,6,3,0,9,-7,2,-8,-4,13
CC(C)(C)N1OC2CC1c1nc3ccccc3n1C2 (stereo unspecified),-4,11,2,3,9,1,-3,3,-2
COc1ccc2[nH]c(O)c(N=NC(=O)c3ccc(NS(=O)(=O)c4cccs4)cc3)c2c1,-5,-1,0,0,2,12,-7,2,4
Cc1ccsc1/C=N/NC(=O)CN1CCN(S(=O)(=O)c2ccc(Br)cc2)CC1,-2,2,2,2,5,-1,-5,-1,-5
O=C(CCCN1C(=O)c2cccc3cccc(c23)C1=O)NCc1cccs1,-5,-1,1,3,7,6,-9,0,-6
COc1ccccc1N1CCN(C(=O)c2ccc3c(=O)n(Cc4ccc5c(c4)OCO5)c(=O)[nH]c3c2)CC1,3,7,0,.,16,4,4,-2,-14
CCCCNC(=O)C1(C)CCCCN1C(=O)c1cc2ccccc2s1 (stereo unspecified),-18,-2,1,-2,3,-4,-4,-3,-4
CCNC(=O)C1(C)CCN(C(=O)c2c(F)cccc2F)C1 (stereo unspecified),0,-2,0,0,0,4,-1,1,-8
COc1ccc(/C=N/NC(=O)c2ccc(CSc3nc(C)cc(C)n3)cc2)c(OC)c1OC,0,7,4,3,-7,-10,-4,-3,9
CC(=O)N/C(=C\c1ccccc1)C(=O)OCc1cc(C)ccc1C,0,1,1,2,11,4,-2,-3,-12

# (more compounds)
smiles,M4 antag,CHRM5 antagonist,CHRM4 agonist,TAAR1 agonist,CHRM1 PAM,CHRM5 PAM,M1 ag,CHRM5 agonist,CHRM1 antagonist
COc1ccc(C(=O)C[C@@H]2OC[C@H](C)N2S(=O)(=O)c2ccc(C)cc2)cc1OC,-13,12,8,2,.,-7,.,4,.
COC(=O)C1=C[C@@H](C(=O)OC)[C@@H]2C3=C(C(=O)C2(C)C)[C@H](C)n2c(=O)n(-c4ccccc4)c(=O)n2[C@@H]3C1,2,8,0,5,15,4,2,2,-4
COc1ccc(Br)cc1/C=N/n1c(-c2ccccc2)n[nH]c1=S,1,-5,1,3,9,0,-3,-2,-12
CCCCOC(=O)C1Cc2ccccc2C(=O)O1 (stereo unspecified),-4,0,0,9,11,-2,-7,-3,-7
CCOC(=O)Cc1c(C)nc2cc(-c3ccc(C)cc3)[nH]n2c1=O,0,-6,-1,1,6,4,-2,-6,-10
O=S(=O)(Nc1ccc(N2CCCCC2)cc1)c1ccc(F)cc1,-4,3,3,6,2,-6,-3,0,-5
COc1ccccc1N1CN(CCc2ccccc2)CNC1=S,-9,-2,1,83*,1,-1,-3,1,-4
CCC(c1nnnn1Cc1ccc(OC)cc1)N1CCN(c2ccc(OC)cc2)CC1 (stereo unspecified),-10,-9,4,10,6,-3,-2,0,-4
N#Cc1c(-c2ccccc2)nc(SCC(=O)N(c2ccccc2)c2ccccc2)[nH]c1=O,-3,0,0,5,7,5,-5,0,-6
CCCCCc1c(C)nc(Nc2ccccc2)[nH]c1=O,0,3,3,38*,3,-3,0,3,-4
CC1(C)CC(N(Cc2ccccc2)C(=O)Cc2ccccc2)CCO1 (stereo unspecified),-2,1,0,6,9,10,-6,-2,-10
CCN(Cc1ccncc1)C(=O)CCc1ccccc1,1,3,0,0,10,5,-4,2,-3
O=C(Nc1cccc(C(F)(F)F)c1)c1ccc2sc([C@H]3C[C@H](O)[C@@H](CO)O3)nc2c1,0,7,2,6,3,0,-3,3,7
N/C(=N/S(=O)(=O)c1ccccc1)c1cccc([N+](=O)[O-])c1,13,6,3,7,-7,-9,-2,1,12
CCN(c1ccccc1)S(=O)(=O)c1ccc(OC)c(NC(=O)CNCCc2ccccc2)c1,11,7,14,31,0,-4,0,1,0
O=C(CSc1nccn1-c1ccccc1)NCc1ccc2c(c1)OCO2,-8,-3,1,0,10,0,-3,-4,-26
O=c1c2oc3ccccc3c2ncn1Cc1ccccc1Cl,7,1,1,1,7,3,-1,-1,4
CC(C)NC(=O)NC(=O)COC(=O)CCCSc1nc2ccccc2s1,2,5,1,6,8,3,-5,1,-3
COc1ccc(NC(=O)N2CCOCC2)cc1OC,5,-10,1,-1,7,10,-2,-2,-35
O=C1C(=O)N(CCS(=O)(=O)c2ccccc2)c2ccc(F)cc21,-9,11,2,2,5,-9,14,6,-9

# The results go on.
smiles,M4 antag,CHRM5 antagonist,CHRM4 agonist,TAAR1 agonist,CHRM1 PAM,CHRM5 PAM,M1 ag,CHRM5 agonist,CHRM1 antagonist
CCOC(=O)Cc1cc(-c2ccc(F)cc2)nc2ccc3ccccc3c12,-1,8,0,1,0,-5,-5,0,-1
Cc1nc(N2CCN(c3ccccn3)CC2)c2c(C)c(C(=O)Nc3ccc(F)cc3)sc2n1,-5,4,5,6,-2,-8,-4,1,2
C/C(=N/NC(=O)c1ccc(C)s1)c1cccc(NC(=O)COc2ccc(Cl)cc2Cl)c1,-14,-11,1,1,5,2,-1,-3,-12
CCN(CC)C(=O)OCCc1cc2ccccc2c(=O)o1,-6,3,2,1,3,10,-5,1,2
CCn1c(Cc2ccccc2)nnc1SCC(=O)N1CCCCC1,-9,-4,1,5,3,1,-5,-3,-7
O=C(CSc1n[nH]c(-c2ccncc2)n1)NCCc1ccccc1,-14,-11,2,7,0,0,-3,-4,-2
CC(=O)N1CCc2cc(S(=O)(=O)N3CCc4ccccc4C3)ccc21,-4,7,3,6,14,6,-2,-3,-6
CCOC(=O)c1c(C)nc2sc3c(=O)n(-c4ccc(OC)cc4)cnc3c2c1-c1ccc(OC)cc1,8,0,0,2,4,-2,-3,-2,-5
NC(=Nc1ccccc1)NC(=O)c1nc(Cl)c(N)nc1N,3,-7,1,5,0,0,-8,1,-20
CC(C)(C)NC(=O)CSc1n[nH]c(=O)n1-c1ccccc1,5,2,0,7,7,-1,-4,2,-9
CCCCc1cc(=O)oc2cc(C)cc(OC(C)C(=O)NCc3ccccn3)c12 (stereo unspecified),-1,-6,5,2,-1,-2,-2,-1,1
CCOc1ccc(CC(=O)NNC(=S)Nc2ccccc2)cc1Br,0,-7,3,14,13,1,0,1,-9
CCC(C)NC(=O)C1CCC(CNS(=O)(=O)c2ccc3c(c2)N(C(C)=O)CCO3)CC1 (stereo unspecified),-8,11,0,5,7,-1,-2,-2,-11
CC(=O)Nc1ccc(NC(=O)c2sc(-c3ccccc3)nc2C)cc1,1,7,11,13,1,-11,3,4,-5
CCn1c(SCC(=O)Nc2nc(C)cs2)nnc1-c1ccncc1,6,-2,2,-2,11,2,-1,-1,-16
Cc1cc(C(=O)CN2C(=O)NC(c3ccccc3)(c3ccccc3)C2=O)c(C)n1Cc1ccco1,5,2,0,9,1,-2,-2,-2,-4
Cc1ccc(-c2[nH]ncc2C(=O)c2cccc(F)c2)c(O)c1,-13,4,7,-1,4,-7,-2,1,-2
O=C(CCc1nc2sc3c(c2c(=O)[nH]1)CCCC3)NCC(=O)Nc1ccccc1Br,0,-6,2,0,9,4,-8,-2,-9
CC1=NS(=O)(=O)NC(C)(C)C1,-4,8,0,0,6,-5,-3,0,-17
CC(=O)Nc1cccc(CNCc2cccc(NC(C)=O)c2)c1,-2,3,0,0,15,-1,-6,-1,-1

# Remaining list, next part.
smiles,M4 antag,CHRM5 antagonist,CHRM4 agonist,TAAR1 agonist,CHRM1 PAM,CHRM5 PAM,M1 ag,CHRM5 agonist,CHRM1 antagonist
CCOC(=O)/C=C1\SCC(=O)N1CC(=O)NCc1cccc(Cl)c1,-17,-10,0,2,7,-1,-3,-1,-13
COC(=O)[C@@]12C[C@@H](CC(=O)N3CCOCC3)C(=O)N(Cc3cccc4ccccc34)C1=CCC(C)(C)C2,17,10,11,20,.,-6,.,4,.
O=Cc1ccc(C(=O)OCC(=O)NCCC2=CCCCC2)cc1,-5,3,0,26,0,6,-2,3,12
O=C(NCCCN=C1NS(=O)(=O)c2ccccc21)c1ccncc1,-1,-9,1,3,11,11,-2,0,-14
CCCn1nnc(NC(=O)c2ccc3c(c2)OCO3)n1,13,14,9,3,1,-13,-2,-3,-3
O=c1oc2c3c4c(cc2s1)CCCN4CCC3,19,-4,0,15,3,3,-5,-4,-3
CC(=O)c1cccc(N2C(=O)C3C(C(=O)Nc4cc(C)on4)C4(C)C=CC3(O4)C2C(=O)NC(C)(C)C)c1 (stereo unspecified),-13,-2,2,2,1,3,-3,-3,6
CCOc1ccccc1NC(=O)COC(=O)CN(C)S(=O)(=O)c1ccc(C)cc1,4,-4,2,0,4,-6,-4,-4,-3

# An excerpt of these results, with two lines to a compound:
# Below each SMILES: M4 antag, CHRM5 antagonist, CHRM4 agonist, TAAR1 agonist, CHRM1 PAM, CHRM5 PAM, M1 ag, CHRM5 agonist, CHRM1 antagonist
- CC(=O)Nc1ccc(NC(=O)c2sc(-c3ccccc3)nc2C)cc1
  1, 7, 11, 13, 1, -11, 3, 4, -5
- CCn1c(SCC(=O)Nc2nc(C)cs2)nnc1-c1ccncc1
  6, -2, 2, -2, 11, 2, -1, -1, -16
